FLuc inh = Photinus pyralis luciferase inhibition; P08659; purified P. pyralis luciferase, luminescence, biochemical; Potency, µM (series often up to 115 µM), without a hit: top-dose activity change, negative = inhibition, most hits filed as inhibitors; actives 2.5% (n = 76,000); AID 1347043; further: potency means the concentration at half of the fitted maximal effect; nearly all actives have a fitted effect of over 65% in size
Target sequence (P08659 whole entry, looked up): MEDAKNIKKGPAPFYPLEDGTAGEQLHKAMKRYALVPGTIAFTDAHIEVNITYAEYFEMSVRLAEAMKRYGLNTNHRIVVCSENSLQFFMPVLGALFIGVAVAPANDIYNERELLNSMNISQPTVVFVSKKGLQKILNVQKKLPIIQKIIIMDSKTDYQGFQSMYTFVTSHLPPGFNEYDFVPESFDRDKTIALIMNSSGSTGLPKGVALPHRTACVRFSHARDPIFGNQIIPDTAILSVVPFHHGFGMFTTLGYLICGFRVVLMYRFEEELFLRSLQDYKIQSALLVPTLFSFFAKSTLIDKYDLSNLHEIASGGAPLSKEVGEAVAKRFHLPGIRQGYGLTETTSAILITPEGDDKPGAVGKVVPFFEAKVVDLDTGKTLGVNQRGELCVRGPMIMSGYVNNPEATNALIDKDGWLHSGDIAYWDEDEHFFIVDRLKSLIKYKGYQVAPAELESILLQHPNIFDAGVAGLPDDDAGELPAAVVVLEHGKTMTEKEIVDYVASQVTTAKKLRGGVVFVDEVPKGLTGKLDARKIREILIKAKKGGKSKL
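FLuc 10nM, D-luciferin 10uM, ATP 10uM, Mg acetate 10mM, Tris acetate pH 7.5, Tween/BSA; cpd qHTS; enzyme added last; CCD luminescence.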
SNCA viab count = reduces viability of HEK-293 SNCA reporter cells. HEK-293-SNCA-luc viability, GF-AFC fluorescence, 24 h. Potency, µM (highest dose often 57.1 µM), without a hit: at the top dose activity change, negative = cytotoxicity, usual class: cytotoxic. actives 0.12% (n = 150,000);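 further: potency means the concentration at half of the fitted maximal effect; 0% = DMSO-treated cells and -100% = medium-only wells without cells; nearly all actives have a fitted effect of over 30% in size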
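Cytotoxicity counterscreen: after 24 h compound treatment of genome-edited SNCA-luciferase HEK-293 cells, live-cell protease substrate GF-AFC read by fluorescence after 30 min; activity scaled between DMSO (0%) and medium-only (-100%), curves Hill-fitted.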
SNCA expr inhib = inhibitors of alpha-synuclein (SNCA) gene expression. HEK-293 SNCA-luciferase knock-in, luminescence, 24 h. Potency, µM (highest dose often 57.2 µM), for inactives: at the highest dose activity change, negative = inhibition, usual class: inhibitors. actives 0.17% (n = 140,000). AID 1671194;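 further: potency means the concentration at half of the fitted maximal effect; plate controls were DMSO cells for no effect and cell-free wells for full effect; nearly all actives have a fitted effect of over 45% in size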
GPT2 inhibitor = inhibitors of human GPT2 alanine aminotransferase | actives 0.25% (n = 100,000) | Potency, µM (top dose mostly 57.7 µM), for inactives: top-dose activity change, negative = inhibition, hits mostly inhibitors | AID 1671188 | Q8TD30 | Recombinant GPT2, coupled pyruvate oxidase/HRP Amplex Red fluorescence; further: potency means the concentration at half of the fitted maximal effect; nearly all actives have a fitted effect of over 60% in size; many of its hits are not listed in these tables
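Fluorescence of coupled pyruvate oxidase/HRP/Amplex Red system (50uM Amplex, 30 min, dark) reports pyruvate formed by GPT2. Enzyme reaction: 10ng/uL GPT2, 2mM L-alanine, 250uM a-KG, 30 min room temperature, pH 7.5; 50uM AOA control.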
3T3 cytotox = NIH 3T3 cell cytotoxicity | NIH 3T3 viability, CellTiter-Glo ATP luminescence, 48-72 h | Potency, µM (series often up to 96.7 µM), for inactives: top-dose activity change, negative = cytotoxicity, most hits filed as inhibitors | actives 4.3% (n = 94,000) | AID 1345082; further: potency means the concentration at half of the fitted maximal effect; nearly all actives have a fitted effect of over 55% in size
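Luminescent ATP readout (CellTiter-Glo, 10 min RT) after 48 or 72 hr compound exposure of NIH 3T3 cells seeded at 400 cells/well in 1536-well format; quantitative HTS.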
IP6K1 inhibitor = blocks human inositol hexakisphosphate kinase 1 | Q92551 | IP6K1 kinase, ADP-Glo luminescence, 2 h; hits give low values | activity change, % (series mostly up to about 58 µM) | actives 0.81% (n = 140,000) | AID 1645851; in the data active means activity change below about -25%
Target sequence (Q92551 whole entry, looked up): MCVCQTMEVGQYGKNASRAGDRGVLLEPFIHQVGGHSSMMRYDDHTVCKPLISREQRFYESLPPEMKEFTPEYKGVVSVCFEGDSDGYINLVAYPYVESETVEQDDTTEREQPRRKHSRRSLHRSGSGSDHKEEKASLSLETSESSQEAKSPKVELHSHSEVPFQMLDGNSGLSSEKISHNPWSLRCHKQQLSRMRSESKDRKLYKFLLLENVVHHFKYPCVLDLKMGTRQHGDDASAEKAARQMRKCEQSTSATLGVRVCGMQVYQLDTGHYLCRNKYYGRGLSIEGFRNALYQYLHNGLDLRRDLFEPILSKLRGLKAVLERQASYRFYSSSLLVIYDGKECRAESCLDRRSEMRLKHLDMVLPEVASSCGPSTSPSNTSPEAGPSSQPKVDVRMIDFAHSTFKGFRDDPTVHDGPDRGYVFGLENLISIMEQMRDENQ
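ADP-Glo luminescence measures ADP made by human IP6K1 during a 2 h RT reaction with ATP/IP6 (mix at 1.3 mM/130 uM); top library doses 57.5 and 19.1 uM final.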
HEK293 tox = cytotoxic compounds in HEK 293 cells; HEK 293 viability, ATP luminescence (CellTiter-Glo), 48-72 h; Potency, µM (top dose mostly 115 µM), for the others: top-dose activity change, negative = cytotoxicity, most hits filed as inhibitors; actives 6.6% (n = 94,000); AID 1345083; further: potency means the concentration at half of the fitted maximal effect; nearly all actives have a fitted effect of over 60% in size
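250 HEK 293 cells/well; compound by pintool; incubated 48 or 72 hr at 37 degree Celsius; CellTiter-Glo added, 10 min RT, luminescence imaged.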
* marks the source's active call; other numbers are inactive results; i = inactive; ? = inconclusive; . = no result given; & = joins results of further samples; ! = not confirmed by another sample; [ ] = remark or other dose. Unless noted, the call rests on the fitted dose curve; in most records, active means well fitted curve in the direction sought with a large enough effect; inconclusive means small, poorly fitted or top-dose-only effect, or another doubt; inactive means no such curve, though single readings can be large; an effect the other way counts as inactive or inconclusive. Unless noted, on the % scale 0 is the no-effect control and ±100 the full control effect. A portion of the library; count on the stated rates, not on these rows.

Values run as follows: FLuc inh	SNCA viab count	SNCA expr inhib	GPT2 inhibitor	3T3 cytotox	IP6K1 inhibitor	HEK293 tox
- COc1ccc(-c2cc([C@H]3CN4CC[C@H]3C[C@@H]4COC(=O)NC(C)C)nc(C)n2)cc1
  -6.6%[172 µM]	12.5%[87.6 µM]	-11.9%[87.6 µM]	i	?	-5.2	?
- Cc1ccc(OCC(=O)N2CCN(CCc3ccncc3)CC2)cc1C
  .	-3.0%	2.5%	.	.	12.4	.
- O=C(Nc1nccs1)[C@H]1CN2CC[C@H]1C[C@@H]2Cn1cc(C2(O)CCCCC2)nn1
  -0.4%[172 µM]	-7.4%[87.6 µM]	0.6%[87.6 µM]	-0.3%[88.5 µM]	-1.1%[174 µM]	23.3	i
- C#C[C@H]1CN2CC[C@H]1C[C@@H]2CNS(=O)(=O)c1ccc(Cl)cc1
  -1.0%[172 µM]	5.6%[87.6 µM]	-22.6%[87.6 µM]	0.3%[88.5 µM]	-24.6%[174 µM]	6.5	-13.0%[172 µM]
- O=c1c2ccccc2[se]n1-c1ccccc1
  .	-20.8%	-22.5%	-21.3%	.	.	.
- CC[C@@H](CO)NC(=O)[C@@H]1C=C2c3cccc4[nH]cc(c34)C[C@H]2N(C)C1
  .	2.1%	-1.3%	?	.	1.6	.
- O=C1NC[C@H]2CN(C3CCC3)CCN12
  -0.4%[299 µM]	2.2%[87.6 µM]	1.5%[87.6 µM]	4.7%[88.5 µM]	i	4.9	i
- C=CCN1CCC2(C)c3cc(O)ccc3C[C@H]1[C@H]2C
  .	-0.8%	.	i	.	3.0	.
- O=C1Nc2ccccc2CC12CN(CC1CC1)C2
  .	0.7%[87.6 µM]	?	-9.8%[88.5 µM]	-2.5%[174 µM]	3.4	i
- C[N+]1(CCC(C(N)=O)(c2ccccc2)c2ccccc2)CCCCC1
  .	2.7%[23.9 µM]	-41.1%[25.6 µM]	i	.	13.6	.
- COc1cc2c(cc1OCc1ccccc1)N(C(=O)COc1ccccc1)CC21CCN(C)CC1
  10.6%	?	?	i	22.4µM*	-9.3	28.2µM*
- CN1c2ncccc2CN(Cc2ccccn2)CC[C@H]1CO
  3.4%[172 µM]	6.0%[87.6 µM]	-4.2%[87.6 µM]	i	-13.3%[174 µM]	-10.7	?
- O=C1NC2(CN(CC3CC3)C2)Oc2ccccc21
  -7.6%[172 µM]	12.4%[87.6 µM]	18.8%[87.6 µM]	2.6%[88.5 µM]	-12.4%[138 µM]	-0.7	-14.0%[172 µM]
- CCOC(=O)[C@H]1CN(C(=O)OCc2ccccc2)[C@]2(C)C(=O)N(C)c3ccccc3[C@H]12
  .	-6.0%[23.9 µM]	-5.3%[25.6 µM]	-3.4%[27.3 µM]	-19.9%[46.1 µM]	-13.0	?
- C[C@]12CC[C@@H](O)C[C@@H]1CC[C@@H]1[C@@H]2CC[C@]2(C)C(=O)[C@@H](Br)C[C@@H]12
  .	-27.5%	.	i	.	9.0	.
- O=C(O)CNC(=O)c1c(O)c2ccccc2n(Cc2ccccc2)c1=O
  .	3.5%&-6.9%	18.4%	1.0%	.	4.6	.
- Cn1nc(-c2cccs2)cc1[C@H]1CN2CC[C@H]1C[C@@H]2CNS(=O)(=O)c1ccccc1
  -0.7%	8.9%	-13.2%	1.2%	?	-1.6	-26.2%
- C[C@H]1O[C@@H](O[C@H]2[C@@H](O)C[C@H](O[C@H]3[C@@H](O)C[C@H](O[C@H]4CC[C@@]5(C)[C@H](CC[C@@H]6[C@@H]5CC[C@]5(C)[C@@H](C7=CC(=O)OC7)CC[C@]65O)C4)O[C@@H]3C)O[C@@H]2C)C[C@H](O)[C@@H]1O
  .	?	-60.5%[25.6 µM]	-6.8%	.	25.8&6.5	.
- O=C(Nc1ccc2n(c1=O)C[C@H]1C[C@@H]2CN(C(=O)c2ccccn2)C1)C1CCCCC1
  14.9%[172 µM]	-2.0%[87.6 µM]	22.1%[87.6 µM]	2.7%[88.5 µM]	-8.4%[174 µM]	-1.7	-4.1%[172 µM]
- C=C[C@H]1[C@H](O[C@@H]2O[C@H](CO)[C@@H](O)[C@H](O)[C@H]2O)OC=C2C(=O)OCC[C@H]21
  .	5.7%	.	i	.	7.1	.
- NC(C(=O)O)c1cc(=O)[nH]o1 (stereo unspecified)
  .	1.3%	-3.2%	?	.	.	.
- C#C[C@H]1CN2CC[C@H]1C[C@@H]2CNCc1ccc(N(C)C)cc1
  3.2%[172 µM]	-9.8%[87.6 µM]	9.5%[87.6 µM]	i	?	-11.7	?
- C[C@]12CCC(=O)C=C1CC[C@@H]1[C@@H]2[C@@H](O)C[C@]2(C)C(=O)CC[C@@H]12
  .	0.0%	.	2.3%	.	8.5	.
- COc1cc2c(cc1OCc1ccccc1)N([S+](=O)([O-])c1ccccc1C(F)(F)F)CC21CCN(C)CC1
  3.4%	?	?	-59.9%	12.6µM*	-11.2	20µM*
- CC(C)OC(=O)c1ccnc2cc(C(OCCN3CCCCC3)c3ccccc3Cl)sc12 (stereo unspecified)
  .	29.9µM*	.	i	.	0.5	.
- CCOC(=O)[C@H]1CN(C(=O)NC2CCCC2)[C@]2(C)C(=O)N(CC3CC3)c3ccccc3[C@H]12
  .	4.4%[23.9 µM]	-18.8%[25.6 µM]	i	?	-17.4	31.6µM*
- O=C(Nc1ccc2n(c1=O)C[C@H]1C[C@@H]2CN(CC2CCCCC2)C1)C1CCCCC1
  8.3%[172 µM]	-13.3%[87.6 µM]	-21.0%[87.6 µM]	?	?	-7.1	56.2µM*
- CCN1C(=O)CCNCC12CCOCC2
  -12.8%	18.3%	14.0%	-7.3%	-6.1%	-13.8	-2.0%
- C=C[C@H]1CN2CC[C@H]1C[C@@H]2CNC(=O)c1ccccc1C(=O)O
  -1.8%[172 µM]	-1.1%[87.6 µM]	7.5%[87.6 µM]	-25.4%[88.5 µM]	-6.8%[174 µM]	2.6	?
- O=C([C@H]1CN2CCC1C[C@@H]2Cn1cc(CSc2ccccc2)nn1)N1CCOCC1 (stereo partly specified)
  5.4%[172 µM]	-0.4%[87.6 µM]	-2.4%[87.6 µM]	1.2%[88.5 µM]	-1.4%[174 µM]	1.9	-1.5%[172 µM]

A draw from above in order of length of the SMILES, largest number first:
Values run as follows: FLuc inh	SNCA viab count	SNCA expr inhib	GPT2 inhibitor	3T3 cytotox	IP6K1 inhibitor	HEK293 tox
- Cn1nc(-c2cccs2)cc1[C@H]1CN2CC[C@H]1C[C@@H]2CNS(=O)(=O)c1ccccc1
  -0.7%	8.9%	-13.2%	1.2%	?	-1.6	-26.2%
- O=C(Nc1ccc2n(c1=O)C[C@H]1C[C@@H]2CN(C(=O)c2ccccn2)C1)C1CCCCC1
  14.9%[172 µM]	-2.0%[87.6 µM]	22.1%[87.6 µM]	2.7%[88.5 µM]	-8.4%[174 µM]	-1.7	-4.1%[172 µM]
- C#C[C@H]1CN2CC[C@H]1C[C@@H]2CNCc1ccc(N(C)C)cc1
  3.2%[172 µM]	-9.8%[87.6 µM]	9.5%[87.6 µM]	i	?	-11.7	?

(list continues)
Values run as follows: FLuc inh	SNCA viab count	SNCA expr inhib	GPT2 inhibitor	3T3 cytotox	IP6K1 inhibitor	HEK293 tox
- COc1ccc2c(c1OC)CN1CCc3cc4c(cc3C1C2)OCO4 (stereo unspecified)
  .	?	3.04µM*!	-9.9%&-3.0%	.	13.9	.
- N#Cc1cn([C@@H]2O[C@H](CO)[C@H](O)[C@@H]2O)c2ncnc(N)c12
  .	-28.0%	.	?	.	-27.2*	.
- COCC1CN(C)CC12CCN(Cc1cccnc1)CC2 (stereo unspecified)
  -1.2%	3.1%	-14.8%	i	-5.4%	20.3	-2.2%
- O=C1NCCCCCCN(Cc2ccccn2)[C@H]2CCC[C@@H]12
  -16.0%	-3.9%	11.1%	-24.2%	?	3.0	?
- C[C@]12CC[C@H](O[C@@H]3O[C@H](CO)[C@@H](O)[C@H](O)[C@H]3O)CC1CC[C@@H]1C2CC[C@]2(C)[C@@H](C3=CC(=O)OC3)CC[C@]12O (stereo partly specified)
  .	-34.2%[23.9 µM]	.	i	.	-3.2	.
- O=C1Nc2ccc3ncsc3c2/C1=C/c1cnc[nH]1
  .	?	.	i	.	-10.2	.
- CC[C@H]1C[C@@H]2CC[C@@H](O2)[C@@H](C)C(=O)O[C@H](CC)C[C@H]2CC[C@H](O2)[C@H](C)C(=O)O[C@@H](C)C[C@@H]2CC[C@@H](O2)[C@@H](C)C(=O)O[C@H](CC)C[C@H]2CC[C@H](O2)[C@H](C)C(=O)O1
  .	?	.	i	.	2.4	.
- O=[S+]1([O-])NCC2(CCN(CC3CC3)C2)Oc2ncccc21 (stereo unspecified)
  .	3.2%	-0.1%	-3.5%	-13.3%	-9.3	?
- C1COC(CNC2CNC2)C1 (stereo unspecified)
  .	4.5%[183 µM]	1.6%[183 µM]	-12.6%[192 µM]	i	2.5	i
- C[C@]12CC[C@H](OC3OC(CO)C(O)C(O)C3OC3OC(CO)C(O)C(O)C3O)C[C@@H]1CC[C@@H]1C2CC[C@]2(C)[C@@H](C3=CC(=O)OC3)CC[C@]12O (stereo partly specified)
  .	-4.1%[23.9 µM]	.	i	.	2.8	.
- NC(=O)c1ccc(-c2cccc3c2CCNC3)s1
  -6.5%	3.8%	12.1%	-2.0%	i	4.3	-3.5%
- Cc1ncc2c(n1)C[C@@H]1CC[C@H]2N1C(=O)Nc1ccccc1F
  8.9%	1.5%	1.7%	i	i	19.7	i
- c1ccc(C2CNC2)cc1
  .	-0.6%[87.6 µM]	-4.3%[87.6 µM]	-18.5%[88.5 µM]	i	-16.7	i
- O=C(Nc1cccc(F)c1)N1C[C@@H]2C[C@H](C1)c1c(-c3ccc(Cl)cc3)ccc(=O)n1C2
  -2.2%	-6.6%	62.2%[activator]	-22.5%	-23.3%	9.9	-17.2%
- Cc1nc(-c2ccc(N(C)C)cc2)cc([C@H]2CN3CC[C@H]2C[C@@H]3CNC(=O)NC(C)C)n1
  -14.5%[172 µM]	-21.0%[87.6 µM]	0.7%[87.6 µM]	i	89.1µM*	-11.6	?
- CC(=O)OC[C@]12C[C@H](O)C(C)=C[C@H]1O[C@@H]1[C@H](O)[C@@H](OC(C)=O)[C@@]2(C)[C@]12CO2
  .	?	.	-7.1%[27.3 µM]	.	35.1	.
- C/C(O)=C(\C#N)C(=O)Nc1cc(Br)ccc1Br
  .	-14.2%	-17.9%	4.3%	.	.	.
- C[C@]12Cc3nonc3C[C@@H]1CC[C@@H]1[C@@H]2CC[C@@]2(C)[C@H]1CC[C@]2(C)O
  .	-14.6%[23.9 µM]	-33.5%[25.6 µM]	-3.0%	.	13.3	.
- COC1CC(O[C@H]2CC[C@@]3(C)C(CCC4C3CC[C@]3(C)C(C5=CC(=O)OC5)CCC43O)C2)OC(C)C1OC1OC(COC2OC(CO)C(O)C(O)C2O)C(O)C(O)C1O (stereo partly specified)
  .	-26.0%[12.5 µM]	.	i	.	-6.4	.
- O=C(NCC1CC1)c1cn(C2CNC2)nn1
  -1.9%	1.4%	7.5%	4.6%	-7.2%	11.6	-9.9%
